Screening results from PubChem.
hgDAF12 agonist: H. glycines DAF-12 receptor agonists, primary screen, cell-based, luminescence, HEK293, GAL4 fusion, UAS-luciferase. Nuclear hormone receptor DAF-12 (Heterodera glycines), GAL4 fusion. HEK293 GAL4-hgDAF12 UAS-luciferase reporter, agonist luminescence; normalized to butyrate control. activation, % at 6.8 µM. 370,000 tested, 1.8% active;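 active means activation above a cutoff set at the mean of all screened compounds plus 3 SD, cut at about 10% in these data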;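 further: 0% = DMSO wells and 100% = sodium butyrate wells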
ssDAF-12 act: S. stercoralis DAF-12 nuclear receptor activators, primary screen, cell-based, luminescence, HEK293, GRIP1 co-expression, lit1-tk-luc; 370,000 tested, 1% active; Nuclear hormone receptor DAF-12 (Strongyloides stercoralis); activation, % at 6.8 µM; HEK293 ssDAF-12/GRIP1 lit1-tk-luc reporter; % of 3 µM dafachronic acid response;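 active means activation above the mean over all tested compounds plus 3 SD, cut at about 0.9% in these data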;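 further: 0% = DMSO-only wells and 100% = 3 µM delta7-dafachronic acid wells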
GAA850 FXN act: FXN promoter activators, primary screen, cell-based, luciferase luminescence, HEK293 lucGAA850. activation, % at 6 µM. HEK293 lucGAA850 FXN promoter luciferase reporter, 24 h; percent of 10 µM SAHA response. 360,000 tested, 0.56% active. AID 540364, 2011;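 active means activation above the average of all compounds screened plus 3 SD, cutoff fixed separately per campaign, cut at about 7.5% in these data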;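 further: 0% = DMSO wells and 100% = 10 µM SAHA wells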
hcDAF12 agonist: H. contortus DAF-12 nuclear receptor activators, primary screen, cell-based, luminescence, HEK293, lit1-tk-luc reporter | HEK293 hcDAF-12 lit1-tk-luc reporter; 0% DMSO, 100% Δ7-dafachronic acid | activation, % at 6.8 µM | 370,000 tested, 1.4% active | AID 652067, 2013;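 active means activation above the mean of all tested compounds plus 3 SD, cut at about 5.5% in these data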;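 further: 100% = response to 3 µM Δ7-dafachronic acid high control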
HGIII-sPLA2 inh: human group III sPLA2 inhibitors, primary screen, biochemical, QFRET, BODIPY PC-A2 liposome substrate; 370,000 tested, 0.56% active; QFRET BODIPY PC-A2 liposome hydrolysis, fluorescence; inhibition, % at 12.2 µM;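 active means inhibition above mean plus 3 SD of compounds lying within the high and low control bounds, cut at about 19% in these data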;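 further: 0% = median of test compound wells and 100% = no enzyme DMSO wells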
ADAM17 inh: ADAM17 inhibitors, primary screen, biochemical, QFRET; recombinant ADAM17, EDANS/DABCYL FRET peptide cleavage; Disintegrin and metalloproteinase domain-containing protein 17 (Homo sapiens), P78536; inhibition, % at 6.95 µM; 370,000 tested, 0.83% active; AID 720648, 2013;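 active means inhibition above the mean of compounds lying between control limits plus 3 SD, set per campaign, cut at about 8.5% in these data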;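 further: 0% = DMSO-only wells as the low control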
ADAM10 inh: human ADAM10 inhibitors, primary screen, biochemical, QFRET, HTS; Disintegrin and metalloproteinase domain-containing protein 10 (Homo sapiens), O14672; recombinant ADAM10, EDANS/DABCYL FRET peptide cleavage, 3 h; inhibition, % at 7 µM; 370,000 tested, 0.62% active;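 active means inhibition above a per-campaign cutoff equal to the mean of compounds falling between control-based bounds plus 3 SD, cut at about 20% in these data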;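 further: 0% = DMSO wells while the 100% control is not disclosed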
PLCg1 inh: PLC-gamma1 enzyme inhibitors, primary screen, biochemical, fluorescence, purified enzyme; 1-phosphatidylinositol 4,5-bisphosphate phosphodiesterase gamma-1 (Homo sapiens), P19174; fluorogenic substrate; inhibition, % at 12.2 µM; 370,000 tested, 0.84% active; AID 720700, 2013; in the data active means inhibition above about 9.5%
DAX1 inh-1: DAX1 (NR0B1) inhibitors, primary screen, cell-based, HEK293, Gal4-DAX1, luciferase luminescence | Nuclear receptor subfamily 0 group B member 1 (Homo sapiens), P51843 | HEK293 Gal4-DAX1 luciferase reporter | inhibition, % at 6.75 µM | 340,000 tested, 0.99% active | AID 504766, 2011;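 active means inhibition above the mean over all tested compounds plus 3 SD, cut at about 4.2% in these data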;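 further: 0% = DAX1-transfected cells with DMSO and 100% = empty-vector control cells with DMSO; inhibition shows as a rise in luminescence from relieved DAX1 repression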
DAX1 inh-2: DAX1 (NR0B1) inhibitors on StAR promoter, primary screen, cell-based, luminescence, SF-1 (NR5A1), full-length DAX-1; HEK293T StAR-luciferase reporter, SF-1/DAX-1 repression relief; inhibition, % at 6.8 µM; 370,000 tested, 1.1% active; AID 652010, 2013;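 active means inhibition above the mean over all tested compounds plus 3 SD, cut at about 3.6% in these data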;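 further: 0% = DAX-1 cells with DMSO and 100% = cells lacking DAX-1 with DMSO; higher inhibition means more luminescence from relief of DAX-1 repression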
PLC-beta3 inh: human PLC-beta3 inhibitors, primary screen, biochemical, fluorescence; inhibition, % at 12.2 µM; Purified PLC-beta3, fluorogenic substrate; 370,000 tested, 0.18% active; in the data active means inhibition above about 11%;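 further: 0% = median of compound wells on plate and 100% = full blocker control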
Target sequence (Q01970 whole entry, looked up): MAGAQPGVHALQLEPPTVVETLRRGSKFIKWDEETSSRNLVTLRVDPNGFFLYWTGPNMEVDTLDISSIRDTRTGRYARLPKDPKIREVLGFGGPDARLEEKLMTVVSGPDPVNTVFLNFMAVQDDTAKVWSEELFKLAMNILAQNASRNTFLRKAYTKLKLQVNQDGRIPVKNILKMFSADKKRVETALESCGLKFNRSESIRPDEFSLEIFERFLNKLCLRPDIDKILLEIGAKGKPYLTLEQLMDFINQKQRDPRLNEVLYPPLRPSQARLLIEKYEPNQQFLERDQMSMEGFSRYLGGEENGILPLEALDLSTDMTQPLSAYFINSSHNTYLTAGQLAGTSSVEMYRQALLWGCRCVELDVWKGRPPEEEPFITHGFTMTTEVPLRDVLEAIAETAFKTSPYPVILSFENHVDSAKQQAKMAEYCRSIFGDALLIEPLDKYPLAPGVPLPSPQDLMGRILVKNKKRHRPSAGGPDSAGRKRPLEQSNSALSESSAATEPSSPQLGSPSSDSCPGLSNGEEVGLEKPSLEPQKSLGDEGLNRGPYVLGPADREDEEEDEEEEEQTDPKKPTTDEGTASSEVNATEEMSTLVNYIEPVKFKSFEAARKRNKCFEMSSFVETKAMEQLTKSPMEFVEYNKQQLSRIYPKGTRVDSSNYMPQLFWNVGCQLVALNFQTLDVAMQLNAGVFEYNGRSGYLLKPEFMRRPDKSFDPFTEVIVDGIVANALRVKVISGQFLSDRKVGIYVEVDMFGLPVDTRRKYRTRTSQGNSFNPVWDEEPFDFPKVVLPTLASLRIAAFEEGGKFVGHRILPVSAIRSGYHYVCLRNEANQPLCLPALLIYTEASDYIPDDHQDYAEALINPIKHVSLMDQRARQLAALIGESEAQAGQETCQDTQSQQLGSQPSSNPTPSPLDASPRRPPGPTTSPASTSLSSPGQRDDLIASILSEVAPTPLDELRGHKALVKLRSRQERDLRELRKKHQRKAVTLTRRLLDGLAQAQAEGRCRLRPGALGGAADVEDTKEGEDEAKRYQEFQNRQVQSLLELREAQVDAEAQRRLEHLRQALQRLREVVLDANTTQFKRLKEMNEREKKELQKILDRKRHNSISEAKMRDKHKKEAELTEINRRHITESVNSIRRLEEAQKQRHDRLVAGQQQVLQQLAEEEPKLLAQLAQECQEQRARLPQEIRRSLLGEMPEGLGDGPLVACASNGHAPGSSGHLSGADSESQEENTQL
Active calls of the source: *; i = inactive; · = not tested or not shown.

SMILES	hgDAF12 agonist	ssDAF-12 act	GAA850 FXN act	hcDAF12 agonist	HGIII-sPLA2 inh	ADAM17 inh	ADAM10 inh	PLCg1 inh	DAX1 inh-1	DAX1 inh-2	PLC-beta3 inh
O=C(COC(=O)c1ccc(S(=O)(=O)N2CCc3ccccc3C2)cc1)NC(=O)NCc1ccco1	-0.3	-0.8	-0.5	0.0	-11	-6	-10	-1	0.4	0.6	-1
CCCCOc1cccc(C(=O)N(Cc2ccco2)C2CCS(=O)(=O)C2)c1 (stereo unspecified)	-2.2	-1.6	-0.2	-1.6	-9	-5	-6	-1	-0.7	-1.2	0
CCN(CC)S(=O)(=O)c1ccc(OC)c(-n2cnnn2)c1	2.4	-0.9	-1.5	0.1	6	0	-2	2	1.9	-0.3	2
O=C(NCc1cccc(CNC(=O)c2ccco2)c1)c1ccco1	0.0	-1.0	2.1	2.2	7	-1	-5	4	-0.3	1.0	2
COc1ccc(-c2cc(C(F)F)nc(-n3nc(C)cc3C)n2)cc1	0.7	-1.0	-1.8	-2.9	-10	-159	-492	-141	-1.4	-1.2	-199
CCOC(=O)c1cnn2c(C(F)(F)F)cc(-c3ccccc3)nc12	-2.6	-1.1	3.2	-1.2	-2	-30	-95	-162	-1.4	-1.0	-184
CC(C)NC(=O)Nc1ccc2c(c1)C(=O)N([C@H](C)CO)C[C@H](C)[C@@H](CN(C)S(=O)(=O)c1cccs1)O2	-0.2	-0.9	-1.1	-0.7	-4	3	1	2	0.6	1.4	-301
CC1CCCN(C(C(=O)Nc2ccc(C(C)C)cc2)c2ccc3c(c2)OCO3)C1 (stereo unspecified)	0.7	-2.2	-0.2	-0.3	3	-1	-15	1	-0.3	0.9	1
CCCCN(CCCC)Cc1cc(=O)oc2cc(OC)ccc12	1.1	-1.0	·	1.2	-4	-151	i	-152	·	0.8	-218
Cc1ccc(C(=O)O/N=C/c2c(Cl)n(C)c3ccccc23)cc1	2.1	-0.6	2.3	1.6	-1	-2	-5	1	0.6	0.3	1
CC(C)CNCC1OCc2ccccc2CO1	-0.8	-2.1	3.0	0.7	-3	-2	1	-1	-0.9	0.7	-6
CCCCN1C(=O)C(=Nc2cccc3cnccc23)c2ccccc21	-7.6	-1.7	0.8	-0.5	9	-2	-8	-14	2.3	-1.1	-19
Cc1nn(-c2cc(N3CCOCC3)ccc2[N+](=O)[O-])c(=O)c2ccccc12	-1.9	-0.9	0.1	-1.6	2	2	9	5	-0.7	-0.1	2
COC(=O)c1ccc(Cn2nc(C(F)(F)F)cc2C)cc1	1.4	-0.9	0.9	-2.8	-1	-3	2	2	-1.0	-1.2	1
COc1ccc(NC2CCCN(C(=O)c3cccc(C(F)(F)F)c3)C2)cc1OC (stereo unspecified)	0.5	-1.4	0.9	0.5	16	-3	-4	-4	0.6	-0.6	-13
COC(=O)C1CC(=O)N(c2ccc(C)cc2)C1 (stereo unspecified)	-0.8	-1.6	0.3	0.8	-2	-4	0	1	-0.9	-0.1	-1
CC1CN(C(=O)c2ccc(NS(=O)(=O)c3ccc(C(C)(C)C)cc3)cc2)CC(C)O1 (stereo unspecified)	2.2	-0.9	1.6	-1.6	2	-1	-2	-2	-0.8	0.8	-9
Cc1cc(C)n(-c2ccc(C(=O)Nc3nc4ccccc4s3)cc2)n1	8.6	0.2	-1.4	1.6	6	-2	4	-4	1.5	1.8	-7
C/C(=N\Nc1cccc([N+](=O)[O-])c1)c1cc(F)ccc1O	4.2	-0.7	2.7	-0.1	7	3	11	1	0.0	-0.6	-2
CCCOc1ccc(-c2nc(SCc3ccccc3)[nH]c(=O)c2C#N)cc1OC	-0.3	4.3*	2.8	0.3	-2	4	0	1	0.9	0.7	-15
Cc1ccc2ncnc(NCCCN3CCOCC3)c2c1	1.9	-0.8	-2.4	2.4	4	-5	2	-2	-0.7	-0.3	-1
Cc1cccc2cc(CN(Cc3ccco3)S(=O)(=O)c3ccc4c(c3)OCCO4)c(=O)[nH]c12	-1.7	-1.3	-0.6	-1.6	1	-2	-3	-5	1.5	-0.1	-2
Cc1ccc(C(=O)Nn2c(C)nc3ccccc3c2=O)cc1C	-0.7	-1.1	2.1	0.7	-1	-4	3	-2	-0.9	-0.6	-4
COc1ccc(-n2nc(C#N)c(Cl)cc2=O)cc1	-2.9	-1.7	33*	-0.8	5	-3	-8	-82	·	-1.2	-112
Nn1c(SCC(=O)N2CCOCC2)nnc1-c1ccccc1Cl	0.1	-0.6	0.2	0.3	-1	2	1	2	1.4	0.0	0
Cc1ccc(Sc2ncccc2O)cc1	3.2	-0.2	-0.6	0.0	-8	-6	-6	-1	1.2	0.4	-5
Cc1c(/C=N/NC(=O)c2cc(C(C)(C)C)[nH]n2)c2ccccc2n1C	0.0	-1.1	0.8	0.0	3	-1	0	0	0.9	-0.1	-5
CN1C(=S)N2CCCN2C1c1ccccc1 (stereo unspecified)	1.9	-0.6	-2.4	-0.4	3	-6	-8	-2	1.1	-0.1	-7
Cc1cc(C)cc(C(=O)NCc2ccc3c(c2)OCO3)c1	-3.1	-0.7	0.1	-1.0	12	-6	-7	7	-0.6	0.0	1
O=C(O)/C=C/C(=O)Nc1nc(-c2ccc3ccccc3c2)cs1	-0.8	-1.1	-0.2	-0.5	-12	-2	-3	-4	2.7	0.5	-21
Cc1ccc(NC(=O)c2cnccn2)c(C)c1	0.8	-0.5	1.7	0.8	11	-3	9	0	-0.3	0.0	-6
NNC(=O)/C(=N/Nc1ccccc1)S(=O)(=O)c1ccc(Cl)cc1	-2.0	-1.4	0.9	-0.9	35*	11*	21*	-4	-0.2	-1.3	-13
COc1ccc(N2Cc3ccccc3C2=NC(=O)c2ccc(C)cc2)cc1OC	2.3	-0.5	1.7	-0.8	3	-1	-10	-11	-0.4	-0.1	-27
CCN1CCN(C(=O)C2c3cc(OC)c(OC)cc3C(=O)N3CCc4ccccc4C23)CC1 (stereo unspecified)	0.4	-0.6	-1.5	-1.7	0	-4	7	0	2.0	0.8	1
Cc1cccc(OCC(=O)NCC(=O)N/N=C/c2cc(Br)ccc2OCc2ccccc2)c1	-2.5	-1.1	-1.6	-1.8	7	1	-7	2	0.3	-0.1	4
CCn1c(C)c(C(=O)O)c2cc(OC)c3ccccc3c21	-4.0	-1.5	0.7	-2.1	1	-56	-134	-28	0.4	-0.2	-44
COCCNC(=O)Cn1cc(/C=C(\C#N)C(=O)NC2CC2)c2ccccc21	-1.6	-0.6	0.4	-1.3	3	-2	-7	-4	0.0	-0.1	-5
Cc1cc(-c2csc(N)n2)c(C)n1CCC(C)C	0.5	-1.2	-0.2	-0.2	2	-4	-7	-27	-0.3	-0.6	-34
COC(=O)c1cc(Br)c(=O)n(-c2ccccc2OC)c1	1.6	-1.3	6.6	0.5	14	3	-9	-1	1.5	1.2	6
CC(=O)Nc1cc(-c2ccc(N3CCN(C)CC3)cc2)cn2c(-c3ccc(S(C)(=O)=O)cc3)cnc12	3.6	-0.8	0.5	-0.4	-3	-9	-24	-155	·	-0.9	-212
COC(C(=O)Nc1ccc(S(=O)(=O)Nc2ccc(F)cc2)cc1)c1ccccc1 (stereo unspecified)	1.6	-1.4	-0.1	-1.6	-53	6	5	3	0.2	-0.6	4
Cc1cccc(Nc2nc(C)cc(C)n2)c1	1.3	-0.7	-0.4	-2.9	15	-6	-4	-1	-1.1	0.1	-7
COC(=O)CSc1nc2ccccc2nc1SCC(=O)OC	0.4	-1.6	-0.3	-0.8	-2	-1	0	-1	1.0	0.2	-4
CNCC(=O)N(CC(C)C)c1c(N)n(CC(C)C)c(=O)[nH]c1=O	-3.0	-1.8	2.6	-1.3	4	-11	-14	-6	-0.1	-1.7	-11
COc1ccc(-n2nnnc2CNC(=O)C(=O)c2c(C)[nH]c3ccccc23)cc1	0.5	-1.3	1.1	-1.2	-10	-3	0	3	0.8	-0.6	3
Cc1ccc(-c2csc(N/N=C/C=C/c3ccccc3)n2)cc1	3.6	-0.8	0.4	0.0	7	-2	-11	-24	2.0	0.2	-36
CCCn1nnc(NCc2ccc(OCc3cccs3)c(OC)c2)n1	-2.4	-1.3	-0.5	0.1	7	-4	3	0	1.5	-0.4	-1
O=C(Nc1nc2ccc(F)cc2s1)c1cccs1	18*	2.7*	4.9	19*	-13	-2	-3	-43	0.6	2.8	-74

Looked up by structure from the list above, 2 records:
SMILES	hgDAF12 agonist	ssDAF-12 act	GAA850 FXN act	hcDAF12 agonist	HGIII-sPLA2 inh	ADAM17 inh	ADAM10 inh	PLCg1 inh	DAX1 inh-1	DAX1 inh-2	PLC-beta3 inh
COc1ccc(-c2cc(C(F)F)nc(-n3nc(C)cc3C)n2)cc1	0.7	-1.0	-1.8	-2.9	-10	-159	-492	-141	-1.4	-1.2	-199
COc1ccc(N2Cc3ccccc3C2=NC(=O)c2ccc(C)cc2)cc1OC	2.3	-0.5	1.7	-0.8	3	-1	-10	-11	-0.4	-0.1	-27

(list continues)
SMILES	hgDAF12 agonist	ssDAF-12 act	GAA850 FXN act	hcDAF12 agonist	HGIII-sPLA2 inh	ADAM17 inh	ADAM10 inh	PLCg1 inh	DAX1 inh-1	DAX1 inh-2	PLC-beta3 inh
O=C(NCc1ccccc1)C1C(c2ccc3c(c2)OCO3)=Nc2ccccc2N1C(=O)c1cccc(C(F)(F)F)c1 (stereo unspecified)	6.0	-0.8	·	0.2	-15	5	6	-63	·	0.3	-96
C=CCN1C(=O)[C@H](CC(=O)NCCc2ccccc2OC)[C@@]2(C(=O)OCC)CCCC=C12	1.9	-0.4	·	-1.3	-6	-2	2	-1	·	-0.8	1
CC1=NN(C(=O)c2ccc(Cn3nc(C)c(Br)c3C)cc2)C(O)(C(F)(F)F)C1 (stereo unspecified)	-1.2	-0.8	1.8	-1.4	-8	4	-2	0	0.7	0.2	1
COc1ccc(NC(=O)CCCn2cnc3ccccc3c2=O)c(OC)c1	0.1	-0.7	1.7	-0.5	7	-1	5	4	0.9	0.2	0
Cc1ccnc(NS(=O)(=O)c2ccc(NC(=O)C3CC=CCC3C(=O)O)cc2)n1 (stereo unspecified)	-5.9	-1.4	1.0	-2.7	-1	1	-1	2	1.0	-0.5	1
CCC(Oc1ccccc1)C(=O)Nc1ccccc1OC (stereo unspecified)	-1.6	-1.6	1.8	-2.2	-7	-1	-9	2	1.0	-0.2	0
COc1ccc2oc(=O)c(C(=O)NC(C)c3ccccc3)cc2c1 (stereo unspecified)	-1.2	-1.3	-0.8	-3.4	4	-217	i	i	-0.8	-0.5	i
